SENP1 inh: human SENP1 catalytic domain inhibitors, primary screen, biochemical, FRET, uHTS; Sentrin-specific protease 1 (Homo sapiens), Q9P0U3; recombinant SENP1 catalytic domain, CyPet-SUMO1-YPet FRET cleavage; inhibition, % at 10 µM; actives 0.21% (n = 360,000); AID 624204, 2012;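 active = inhibition at least 30% at 10 µM, raw YFP signal under a set limit, fluorescence ratio 0.5 to 1.5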;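 also: 0% = enzyme with DMSO and 100% = no enzyme wells; some results filed as inactive read as strong as hits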
Target sequence (Q9P0U3 419-644 limits assumed): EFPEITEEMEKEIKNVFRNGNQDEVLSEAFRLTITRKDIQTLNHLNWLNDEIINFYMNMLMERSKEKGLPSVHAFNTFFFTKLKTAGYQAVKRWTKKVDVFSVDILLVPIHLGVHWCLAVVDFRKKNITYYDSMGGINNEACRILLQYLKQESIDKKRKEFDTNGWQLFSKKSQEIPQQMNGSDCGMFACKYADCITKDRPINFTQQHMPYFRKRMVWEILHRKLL
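Test system: recombinant human SENP1 catalytic domain, His6-tagged / Medium: pH 8 Tris buffer with EDTA, NaCl, BME, BSA, NP40, catalase / Also added: SUMO1 FRET substrate flanked by Cypet and Ypet, 25 nM / Times: 50 min reaction at room temperature / Signal: FRET, CFP and YFP emission / Control set: no-enzyme low control and enzyme-plus-DMSO high control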
PfGluPho inh: PfG6PD enzyme inhibitors, primary screen, biochemical, fluorescence intensity, uHTS | actives 0.78% (n = 350,000) | PfGluPho enzyme, NADPH resazurin-diaphorase fluorescence | inhibition, % at 20 µM;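 active = inhibition reaching at least a set limit at 20 µM in the primary screen, cut at about 59% in these data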;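 also: 0% = DMSO wells with substrate and 100% = DMSO wells lacking glucose-6-phosphate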
Apaf-1 inh: inhibitors of human Apaf-1 apoptosome, primary screen, biochemical, DEVD-Rh110 fluorescence, uHTS; reconstituted apoptosome caspase-3 activity; inhibition, % at 20 µM; Apoptotic protease-activating factor 1 (Homo sapiens), O14727; actives 0.71% (n = 330,000); active = inhibition of at least 40% at 20 µM;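 also: plate controls were DMSO wells for no effect and DEVD-CHO caspase inhibitor wells for full effect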
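Medium: Hepes buffer, pH 7.5 / System: biochemical Apaf-1 apoptosome reconstitution / Measured by: Rh110 fluorescence, excitation 480 nm, emission 540 nm / Times: compound with Apaf-1, dATP, procaspase-3 30 min, then 50 min reaction, room temperature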
HKDC1 inhibitor: HKDC1 hexokinase inhibitors, primary screen, biochemical, fluorescence, uHTS. Q2TB90. recombinant HKDC1, G6PDH/diaphorase resazurin coupled fluorescence. inhibition, % at 20 µM. actives 0.16% (n = 340,000);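 active = inhibition above about 35% when tested at 20 µM, limit read from the data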;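 also: plate controls were DMSO wells with enzyme for no effect and DMSO wells lacking enzyme for full effect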
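Assay system: in-house recombinant HK5 (HKDC1) enzyme. Input: HKDC1 at 5 µg/mL. Medium: Tris pH 8.0 buffer with MgCl2, Tween-20, BSA, BME. Dosing: single 20 µM dose. Schedule: 90 min reaction incubation at room temperature, dark. Signal: resazurin-to-resorufin fluorescence via G6PDH and diaphorase coupling, 525/613 nm. Controls: DMSO-enzyme wells negative, buffer-substituted wells positive.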
SENP7 inh: SENP7 protease inhibitors, primary screen, biochemical, luminescence, uHTS | recombinant SENP7, Z-RLRGG-aminoluciferin luminescence, 40 min | inhibition, % at 5 µM | Sentrin-specific protease 7 (Homo sapiens), Q9BQF6 | actives 1.5% (n = 330,000);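 active = inhibition above about 50% at the single test dose, limit read from the data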;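 also: plate controls were DMSO with enzyme for no effect and no enzyme buffer wells for full effect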
Target sequence (Q9BQF6 706-1050 limits assumed): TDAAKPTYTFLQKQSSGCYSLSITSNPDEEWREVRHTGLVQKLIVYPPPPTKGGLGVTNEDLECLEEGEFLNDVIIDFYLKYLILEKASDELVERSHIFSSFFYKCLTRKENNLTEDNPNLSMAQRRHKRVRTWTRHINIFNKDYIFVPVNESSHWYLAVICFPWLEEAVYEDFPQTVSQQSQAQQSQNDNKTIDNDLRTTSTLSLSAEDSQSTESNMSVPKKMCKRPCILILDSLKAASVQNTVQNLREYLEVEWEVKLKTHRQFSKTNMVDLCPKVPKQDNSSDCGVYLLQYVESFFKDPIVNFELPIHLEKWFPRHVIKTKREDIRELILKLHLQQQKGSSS
SENP8 block-1: SENP8 protease inhibitors, primary screen, biochemical, luminescence | Sentrin-specific protease 8 (Homo sapiens), Q96LD8 | purified SENP8, Z-RLRGG-aminoluciferin cleavage | inhibition, % at 10 µM | actives 1.2% (n = 330,000) | AID 2540, 2010; in the data active = inhibition above about 50%
Target sequence (Q96LD8 whole entry, looked up): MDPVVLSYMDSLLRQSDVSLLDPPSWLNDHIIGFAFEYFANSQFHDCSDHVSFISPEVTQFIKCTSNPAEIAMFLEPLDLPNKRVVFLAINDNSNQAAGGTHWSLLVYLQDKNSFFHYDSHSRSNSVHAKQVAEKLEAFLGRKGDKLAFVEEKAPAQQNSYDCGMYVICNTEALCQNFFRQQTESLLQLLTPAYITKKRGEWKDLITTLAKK
SENP6 inh: SENP6 protease inhibitors, primary screen, biochemical, luminescence, uHTS; Recombinant SENP6 catalytic domain, aminoluciferin luminescence; inhibition, % at 10 µM; AID 2599, 2010; Sentrin-specific protease 6 (Homo sapiens), Q9GZR1; actives 1.8% (n = 330,000);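 active = inhibition above about 50% at the single tested dose, limit read from the data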;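 also: plate controls were DMSO wells with enzyme for no effect and DMSO wells lacking enzyme for full effect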
SENP8 block-2: human SENP8 protease inhibitors, primary screen, biochemical, fluorescence, Nedd8 protein substrate, uHTS; Sentrin-specific protease 8 (Homo sapiens), Q96LD8; recombinant SENP8; inhibition, % at 20 µM; actives 0.64% (n = 360,000); AID 602440, 2012; in the data active = inhibition mostly above about 40%, no sharp cut-off; inactive = mostly below about 27%
Active calls of the source: *; nt = not tested or not shown.

SMILES	SENP1 inh	PfGluPho inh	Apaf-1 inh	HKDC1 inhibitor	SENP7 inh	SENP8 block-1	SENP6 inh	SENP8 block-2
Cn1cc(Cl)c(C(=O)NNC(=S)Nc2cccc(Cl)c2)n1	2	3	12	-9	13	-4	1	14
Cc1ccc(NC(=O)Cn2nnc(C(=O)Nc3ccc(C)c(C)c3)c2N)cc1	1	-8	11	-9	-1	-3	-6	9
CCc1noc(C)c1C(=O)OCC(=O)NCc1ccccc1OC	1	-13	-8	-4	-7	11	-5	7
COC(=O)[C@@]1(Cc2ccccc2)[C@H]2C(=O)N(C)C(=O)[C@H]2[C@H]2CN=C(SCC(=O)c3ccccc3)N21	-1	22	9	-4	11	nt	nt	6
N#Cc1cccc(NC(=O)CCC2CCCC2)c1	0	-7	4	-2	2	2	-15	8
CCc1ccc(N(CC(=O)NCCc2ccccc2)C(=O)CCC(=O)Nc2ccccn2)cc1	0	-11	22	-5	-11	3	-7	8
CN1C[C@@H]2[C@@H]3C(=O)N(C)C(=O)[C@@H]3[C@](C)(C1=O)N2C(=O)c1ccc(C(F)(F)F)cc1	2	8	nt	-2	nt	nt	nt	12
CN(C)c1ccc(/C=N/NC(=O)C2COc3ccccc3O2)o1 (stereo not drawn)	-1	14	7	4	-4	-13	-25	-21
O=C(CCCC(=O)NN=Cc1cccc(O)c1)NN=Cc1cccc(O)c1	2	2	nt	-2	nt	nt	nt	0
Cc1nn(Cc2ccc(C(=O)NC(C)(C)C)o2)c(C)c1Br	-2	1	5	3	2	0	-6	-3
CC1(C)OC(=O)C(=NNc2ccc(O)cc2)C(=O)O1	22	-27	0	-5	2	7	3	30
N#Cc1ccc(OCC(=O)Nc2cc(S(=O)(=O)N3CCOCC3)ccc2N2CCOCC2)cc1	-6	10	-11	1	-3	-9	-25	12
COC(=O)c1cccc(-n2c(C)cc(C=O)c2C)c1	0	16	5	-1	7	-6	5	0
CNc1nc(SC)nc(N(C)C#N)n1	0	-26	-4	7	13	0	11	12
Cc1n[nH]c(=O)nc1N/N=C/c1cccs1	-1	3	-5	-13	40	25	46	24
Cn1c(N)c(C(=O)COC(=O)c2cc(C3CC3)nc3ccccc23)c(=O)n(C)c1=O	-3	6	18	2	3	-7	3	-31
COc1ccc(-c2nc(CC(=O)O)cs2)cc1OC	nt	nt	-16	nt	10	-7	4	nt
O=C(NC(C(=O)O)c1ccccc1)c1ccccc1 (stereo not drawn)	2	6	nt	-6	nt	nt	nt	10
C=CCN1C(=O)/C(=C/c2cccs2)S/C1=N\S(=O)(=O)c1ccc(F)cc1	-2	0	-10	-5	-2	-12	-5	14
COc1ccccc1N1CC(C(=O)Nc2cccc(C(=O)O)c2)CC1=O (stereo not drawn)	1	-19	-2	-2	-4	-5	-13	19
O=C(COC(=O)CSc1ccc(Cl)cc1)Nc1ccc2[nH]c(=O)[nH]c2c1	4	-8	2	0	1	-14	-6	-5
CCS(=O)(=O)c1nc(S(=O)(=O)c2ccc(Cl)cc2)c(N2CCOCC2)s1	1	4	-3	-6	-1	-4	7	15
CC(=O)c1cc(C#N)c(SCc2ccccc2C#N)nc1C	-1	-2	5	-6	-7	-7	-10	11
Cc1ccc(NC(=O)C2CCN(S(=O)(=O)c3ccc4c(c3)NC(=O)CO4)CC2)cc1C	3	18	4	1	3	2	-18	11
CCCS(=O)(=O)N1CCC(C(=O)NC2CCC(C)CC2)CC1 (stereo not drawn)	1	-13	7	-2	3	0	-17	25
CN(C)/N=C/c1cc([N+](=O)[O-])ccc1O	2	1	-8	0	11	-3	-2	28
CCc1nc(C)cn1S(=O)(=O)c1ccc(Cl)c(Cl)c1Cl	2	-1	10	1	3	6	-4	18
NC(=O)c1nsc(C(=O)N(c2ccccc2)C(C(=O)NC2CCCC2)c2ccncc2)c1N (stereo not drawn)	-15	-15	0	0	1	8	-16	-307
O=C(CSc1ccccc1)NC(=O)NCc1ccccc1	0	11	-10	-4	5	6	0	15
Cc1ccc(-c2cc(C(F)F)n3ncc(C(=O)N4CCCCC4c4cccnc4)c3n2)cc1 (stereo not drawn)	-19	11	5	4	3	-7	-20	-397
CCCCc1c(O)nc(SCC(=O)Nc2ccc(C)cc2)n(-c2ccc(OC)cc2)c1=O	2	-30	10	4	-8	9	9	5
N#CC1(c2ccccc2)CCCN1C(=O)c1ccc(Br)cc1 (stereo not drawn)	-1	-4	-11	-8	-3	-7	2	14
CC(C)Nc1nc(NC(N)=S)nc(NC(C)C)n1	1	13	-5	-4	9	0	8	16
CCCOC(=O)C(C)Sc1n[nH]c(=O)[nH]c1=O (stereo not drawn)	1	1	-10	2	8	-2	-2	15
Cn1cccc1C1C(C#N)=C(N)OC2=C1C(=O)CC(C)(C)C2 (stereo not drawn)	-8	-5	2	0	4	-2	12	21
COc1ccc(CCNC(=O)CN2C(=O)NC(Cc3c[nH]c4ccccc34)C2=O)cc1 (stereo not drawn)	1	-7	1	2	-2	-3	7	12
CC1CCCCC1NC(=O)c1ccc2c(c1)OCCO2 (stereo not drawn)	2	-6	13	1	10	7	6	16
Cc1ccc(C)c(NC(=O)CN(C)S(=O)(=O)c2ccccc2)c1	0	15	-7	-10	-2	-1	2	6
CCN(CC)CCN1C(=O)C(=O)/C(=C(/O)c2ccc(C)cc2)C1c1cccnc1 (stereo not drawn)	-1	0	-19	-5	2	6	-3	22
CCSc1nsc(NC(=O)Nc2ccccc2Cl)n1	1	4	nt	-1	nt	nt	nt	4
Cc1ccc(-n2ncc3c(=O)[nH]c(SCC(=O)N4CCC(C)CC4)nc32)cc1C	-4	-56	6	0	9	2	-3	5
COc1ccccc1NC(=S)NNC(=S)Nc1ccc(OC(F)F)cc1	3	35	4	-22	-6	1	-10	12
CCC(OC(=O)c1ccco1)C(=O)NC1CCCC1 (stereo not drawn)	3	-4	-1	-4	1	-9	31	12
Cc1cc(=O)[nH]c(SCC(=O)Nc2ccc(F)cc2)c1C#N	0	-31	10	-3	1	-1	-9	3
O=C(Cn1cnc2ccccc2c1=O)NCCCN1CCCC1=O	1	5	11	-10	-5	-7	-5	-11
O=C(Nc1nccs1)c1ccc[nH]c1=O	-2	1	-4	2	-3	10	-9	12
Nc1ncnc2c1ncn2[C@H]1C[C@H](O)[C@@H](CO)O1	0	-5	-5	-4	4	-2	-17	29
COc1ccc2[nH]c3c(c2c1)CCN1C(=O)C(CC(=O)NCc2cccc(C(F)(F)F)c2)C[C@H](C(=O)N2CCCCC2)[C@@]31C (stereo partly drawn)	2	28	32	0	1	nt	nt	10
CC(=O)Nc1ccc(NC(=O)Nc2cccc3ccccc23)cc1	3	-14	-4	1	10	-14	-11	-115
Cc1ccc2c(CC(=O)OCC(=O)Nc3ccc(Cl)cn3)coc2c1	-77	-8	4	-7	-2	-2	-2	-37
O=C(CCc1c[nH]c2ccccc12)Nc1ccc(S(=O)(=O)Nc2ncccn2)cc1	-3	-7	-1	-5	-6	-6	-4	-1
COc1ccc(C(=O)C2CCCN(Cc3cc(Cl)ccc3O)C2)c(OC)c1 (stereo not drawn)	0	12	13	2	-21	-11	-3	8
Cc1csc(NC(=O)c2cnccn2)n1	0	9	1	0	14	-13	25	14
COc1ccc(NC(=O)CCN2C(=O)/C(=C/c3ccc4c(c3)OCO4)SC2=S)cc1	-1	-27	-22	17	-14	4	-18	19
COc1ccccc1NS(=O)(=O)c1cc(N2Cc3ccccc3C2=N)ccc1N1CCOCC1	-1	40	-15	-9	-1	4	-11	2
CCc1ccc2oc(C(=O)NC3CCS(=O)(=O)C3)cc(=O)c2c1 (stereo not drawn)	2	3	-1	6	1	-6	-3	-18
COc1ccccc1[C@]1(C)ON(c2ccccc2C(F)(F)F)C1=O	0	13	10	6	-5	0	-2	18
O=c1[nH]c(N/N=C/c2cc3c(cc2[N+](=O)[O-])OCO3)nc2ccccc12	3	18	0	-1	-2	1	-4	10
O=C(CN1CCC(Cc2ccccc2)CC1)Nc1ccc2c(c1)OCCO2	nt	24	8	-1	-7	-14	-1	nt
CN(Cc1ccccc1)C(=O)COC(=O)c1ccc(Br)c(S(=O)(=O)N2CCOCC2)c1	2	5	5	-4	13	-1	-4	4

Three structures already listed, ordered by count of non-hydrogen atoms, descending.
SMILES	SENP1 inh	PfGluPho inh	Apaf-1 inh	HKDC1 inhibitor	SENP7 inh	SENP8 block-1	SENP6 inh	SENP8 block-2
CN(Cc1ccccc1)C(=O)COC(=O)c1ccc(Br)c(S(=O)(=O)N2CCOCC2)c1	2	5	5	-4	13	-1	-4	4
CCc1ccc2oc(C(=O)NC3CCS(=O)(=O)C3)cc(=O)c2c1 (stereo not drawn)	2	3	-1	6	1	-6	-3	-18
Cc1nn(Cc2ccc(C(=O)NC(C)(C)C)o2)c(C)c1Br	-2	1	5	3	2	0	-6	-3

(continued)
SMILES	SENP1 inh	PfGluPho inh	Apaf-1 inh	HKDC1 inhibitor	SENP7 inh	SENP8 block-1	SENP6 inh	SENP8 block-2
C=CCn1c(-c2ccc([N+](=O)[O-])cc2)n[nH]c1=S	2	11	-4	6	-3	-9	-6	4
CCOC(=O)c1ccc(NC(=O)c2ccccc2N(C)S(=O)(=O)c2ccccc2)cc1	2	26	7	-28	1	10	2	14
O=C(NCc1ccccc1)C1CCC(CNc2c(N3CCCCC3)c(=O)c2=O)CC1 (stereo not drawn)	1	-1	0	0	21	-12	1	4
CC(C)CNC(=O)c1cc2nc(C3CC3)cc(C(F)(F)F)n2n1	3	-10	11	-5	-9	3	1	-34
O=C1CN(Cc2ccccc2)C(=NCc2ccco2)S1	-2	-4	20	1	-6	-13	-8	-5
Cc1cc(C)cc(NC(=O)c2ccc3c(c2)CCN3S(C)(=O)=O)c1	2	0	2	-1	7	2	9	22
COc1ccc(CCNC(=O)CN2C(=O)NC3(CCOc4ccccc43)C2=O)cc1 (stereo not drawn)	0	-3	5	-6	2	-2	9	17
Cc1ccccc1-n1c(O)c(C=NC2CCS(=O)(=O)C2)c2ccccc2c1=O (stereo not drawn)	-6	11	-22	-2	1	6	6	-30
COc1ccc(-c2nc(SCc3ccc(C#N)cc3)[nH]c(=O)c2C#N)cc1	0	-12	10	5	6	-3	-31	-5
Cc1cccc(C(=O)Nc2nnc(S(=O)(=O)N3CCCCCC3)s2)c1	1	96*	15	3	-18	18	33	-252
Cc1cccc(NC(=O)c2ccc(S(=O)(=O)NCc3cccnc3)cc2)c1C	-3	5	0	6	3	0	2	28
Cc1c(C)c2c(C)[nH]nc2oc1=O	3	-1	4	-3	0	-14	-23	-1

One compound at a time (already shown):
CC(C)CNC(=O)c1cc2nc(C3CC3)cc(C(F)(F)F)n2n1 in the list: SENP1 inh = 3; PfGluPho inh = -10; Apaf-1 inh = 11; HKDC1 inhibitor = -5; SENP7 inh = -9; SENP8 block-1 = 3; SENP6 inh = 1; SENP8 block-2 = -34
COc1ccc(CCNC(=O)CN2C(=O)NC3(CCOc4ccccc43)C2=O)cc1 (stereo not drawn) in the list: SENP1 inh = 0; PfGluPho inh = -3; Apaf-1 inh = 5; HKDC1 inhibitor = -6; SENP7 inh = 2; SENP8 block-1 = -2; SENP6 inh = 9; SENP8 block-2 = 17

High-throughput results (PubChem)
